FID counter: displaces DNA intercalator in HCV helicase counter-screen; DNA fluorescent intercalator displacement, fluorescence; inhibition, % at 7.9 µM; 290,000 tested, 0.17% active; in the data active = inhibition above about 37%;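 also: 0% = vehicle and 100% = reference compound; higher means more ethidium bromide displaced from hairpin DNA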
CRFBP-R2 agonist: agonists of human CRF-binding protein/CRF-R2 receptor complex; 350,000 tested, 0.46% active; AID 588473; activation, % at 13.2 µM; HEK293 CRF-R2/CRF-BP, calcium dye fluorescence (FLIPR); percent of saturating CRF peptide response;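 active = activation of at least 50%, plus an integration ratio under a set limit after plate pattern correction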;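 also: plate controls were neutral control wells without compound for no effect and CRF at EC100 for full effect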
SUMO HTRF inh: SUMOylation inhibition. HTRF SUMOylation assay, SAE1/SAE2 + UBC9, in vitro. inhibition, % at 35 µM. 290,000 tested, 0.36% active. AID 2006; in the data active = inhibition above about 50%, passing the limit was not always enough; also: strong numbers were not always called active
MEKK2mut PB1 HTS: signal of MEK5 binding to mutant human MEKK2 PB1 domain; bead flow cytometry, Alexa488-MEK5 binding to MEKK2 mutant; percent response, % at 10 µM; 290,000 tested, 0.35% active; AID 1530; in the data active = percent response above about 24%, passing the limit was not always enough; also: inactives centre near 1; some results filed as inactive read as strong as hits; reference of the scale not given here
HCV NS3 hel inh: blocks Hepatitis C virus NS3 helicase unwinding. NS3 helicase DNA unwinding, Cy5 molecular beacon fluorescence. inhibition, % at 10.9 µM. 290,000 tested, 0.56% active. AID 1800;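 active = inhibition above the mean of all tested compounds plus 3 SD, set per campaign, cut at about 35% in these data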;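 also: 0% = DMSO wells and 100% = thioflavine S control wells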
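Test system: hepatitis C virus NS3 helicase domain fragment enzyme. Also added: annealed dual-labelled DNA beacon duplex, ATP-started. Timing: 60 min unwinding reaction at 25 °C after ATP addition. Technique: Cy5 fluorescence. Measure: % inhibition of unwinding.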
MEKK3 PB1 HTS: MEKK3-MEK5 PB1 interaction, increase or decrease; bead-based flow cytometry, Alexa488-MEK5 binding to MEKK3; actives lie on both sides; 0 = blocked by unlabeled MEK5, 100 = vehicle; binding response (% of control), % at 10 µM; 290,000 tested, 1.4% active; AID 1529;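 active = binding response more than 3 SD above or below the average of its plate-row segment, actives on both sides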;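 also: Alexa488 bead fluorescence after subtracting the streptavidin-only scavenger bead signal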
Target sequence (Q99759 whole entry, looked up): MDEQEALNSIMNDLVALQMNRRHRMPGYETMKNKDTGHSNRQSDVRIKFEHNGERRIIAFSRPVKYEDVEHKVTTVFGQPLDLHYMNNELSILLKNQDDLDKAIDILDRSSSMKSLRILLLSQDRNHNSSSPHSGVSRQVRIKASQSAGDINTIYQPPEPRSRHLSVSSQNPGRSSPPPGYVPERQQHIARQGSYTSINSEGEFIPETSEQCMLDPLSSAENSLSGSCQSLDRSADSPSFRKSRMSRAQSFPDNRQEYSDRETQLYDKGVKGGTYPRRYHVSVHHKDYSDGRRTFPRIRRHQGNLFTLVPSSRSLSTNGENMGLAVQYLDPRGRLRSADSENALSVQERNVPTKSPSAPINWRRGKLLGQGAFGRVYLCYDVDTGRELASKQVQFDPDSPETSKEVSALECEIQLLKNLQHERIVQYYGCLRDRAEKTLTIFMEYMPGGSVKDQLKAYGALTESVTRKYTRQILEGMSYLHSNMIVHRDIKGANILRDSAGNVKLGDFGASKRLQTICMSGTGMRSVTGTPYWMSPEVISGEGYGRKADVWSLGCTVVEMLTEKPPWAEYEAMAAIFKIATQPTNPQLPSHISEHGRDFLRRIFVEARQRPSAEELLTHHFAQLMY
CRFBP-R2 block: CRF-BP/CRF-R2 complex antagonism; HEK293 CRF-R2/CRF-BP, CRF-induced calcium fluorescence; inhibition, % at 11.8 µM; 350,000 tested, 0.59% active; AID 588475;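 active = inhibition of the ligand-induced calcium signal above about 50% at the single tested concentration, limit read from the data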
GalR3 antagonist: human GalR3 antagonism | 360,000 tested, 0.44% active | inhibition, % at 3 µM | O60755 | HEK293 GalR3-CNG cAMP membrane potential fluorescence; galR3 body fused to GalR1 C-terminus;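 active = inhibition above the screen-wide average plus 3 SD, cut at about 13% in these data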;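 also: forskolin and galanin both at EC90 stimulate the cells; cAMP rise reported by CNG channel membrane potential dye signal; 0% = forskolin plus galanin with DMSO and 100% = forskolin alone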
Target sequence (O60755 1-299 limits assumed): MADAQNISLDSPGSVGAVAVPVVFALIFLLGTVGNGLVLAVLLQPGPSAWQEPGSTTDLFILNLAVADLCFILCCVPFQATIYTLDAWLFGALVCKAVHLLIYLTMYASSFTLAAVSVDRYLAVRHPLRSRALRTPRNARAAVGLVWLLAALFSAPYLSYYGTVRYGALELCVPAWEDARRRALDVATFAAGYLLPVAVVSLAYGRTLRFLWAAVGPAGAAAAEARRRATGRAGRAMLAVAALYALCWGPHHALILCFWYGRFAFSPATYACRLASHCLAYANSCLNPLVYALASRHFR
MEKK2 WT-MEK5: raises or lowers MEK5 binding to wildtype human MEKK2 PB1 domain; Q9Y2U5; bead flow cytometry, Alexa488-MEK5 binding to MEKK2 WT; actives lie on both sides; binding response (% of control), % at 10 µM; 290,000 tested, 1.1% active; AID 1531; in the data active = binding response below about 67% or above about 130%
The depositor's hits bear a star. Only part of the results is shown; count on the stated rates, not on these rows.

COCc1nnc(NS(=O)(=O)c2ccc(Cl)cc2)s1 was read as FID counter -5, CRFBP-R2 agonist 0.3, SUMO HTRF inh 10, MEKK2mut PB1 HTS 3, HCV NS3 hel inh 12, MEKK3 PB1 HTS 103, CRFBP-R2 block 33, GalR3 antagonist -5 and MEKK2 WT-MEK5 102.
`O=C(C1CCCN(S(=O)(=O)c2ccc(Cl)cc2)C1)N(Cc1cccs1)C1CC1` (stereo unspecified) gave FID counter -7, CRFBP-R2 agonist -1.7, SUMO HTRF inh -4, MEKK2mut PB1 HTS 8, HCV NS3 hel inh -9, MEKK3 PB1 HTS 113, CRFBP-R2 block 9, GalR3 antagonist -2 and MEKK2 WT-MEK5 114.
`COc1ccc(CCNC(=O)c2c(O)c3cccc4c3n(c2=O)CC4)cc1OC` gave CRFBP-R2 agonist -0.2, SUMO HTRF inh 0, MEKK2mut PB1 HTS 2, MEKK3 PB1 HTS 103, CRFBP-R2 block -2, GalR3 antagonist 1 and MEKK2 WT-MEK5 98.
COc1ccc(NC(C)=O)cc1S(=O)(=O)Nc1ccc(OCc2ccccc2)cc1 was read as FID counter -28, CRFBP-R2 agonist -0.1, SUMO HTRF inh 6, MEKK2mut PB1 HTS 1, HCV NS3 hel inh -16, MEKK3 PB1 HTS 97, CRFBP-R2 block -4, GalR3 antagonist -10 and MEKK2 WT-MEK5 101.
O=C1CC(c2ccccc2Cl)c2c(sc3c(=O)[nH]c(CCl)nc23)N1 (stereo unspecified) was read as FID counter 0, SUMO HTRF inh -2, MEKK2mut PB1 HTS -4, HCV NS3 hel inh -6, MEKK3 PB1 HTS 96 and MEKK2 WT-MEK5 91.
Screening O=C(CCC(=O)c1ccc(Br)cc1)Nc1ccc(F)cc1 returned FID counter -1, CRFBP-R2 agonist 0.0, SUMO HTRF inh -3, MEKK2mut PB1 HTS 5, HCV NS3 hel inh -1, MEKK3 PB1 HTS 103, CRFBP-R2 block -9, GalR3 antagonist -11 and MEKK2 WT-MEK5 109.
For CCOC(=O)N1N=C(c2ccccc2)CC1(O)C(F)(F)F (stereo unspecified) the results were FID counter -2, CRFBP-R2 agonist 0.5, SUMO HTRF inh -13, HCV NS3 hel inh 3, CRFBP-R2 block 3 and GalR3 antagonist -3.
For COc1ccc(-c2ccc(SCC(=O)N3CCCC3)nn2)cc1OC the results were FID counter -20, CRFBP-R2 agonist -1.2, SUMO HTRF inh 15, MEKK2mut PB1 HTS 1, HCV NS3 hel inh -5, MEKK3 PB1 HTS 97, CRFBP-R2 block 23, GalR3 antagonist -2 and MEKK2 WT-MEK5 98.
For CN(C)CCCNc1ccc(-c2n[nH]c(=O)c3ccccc23)cc1[N+](=O)[O-] the results were FID counter 10, CRFBP-R2 agonist 0.1, SUMO HTRF inh 16, MEKK2mut PB1 HTS 4, HCV NS3 hel inh -30, MEKK3 PB1 HTS 98, CRFBP-R2 block -10, GalR3 antagonist -10 and MEKK2 WT-MEK5 125.
`CC(=O)Nc1ccc(N2S(=O)(=O)c3ccccc3S2(=O)=O)cc1` gave FID counter 1, CRFBP-R2 agonist 1.3, SUMO HTRF inh -10, MEKK2mut PB1 HTS -6, HCV NS3 hel inh 4, MEKK3 PB1 HTS 95, CRFBP-R2 block 23, GalR3 antagonist 0 and MEKK2 WT-MEK5 96.
COc1ccc(-c2ccc(OC)c([C@H]3[C@@H]4C=CCC[C@@]4(C)C(=O)N3Cc3ccccc3)c2)cc1OC was read as CRFBP-R2 agonist 7.7, SUMO HTRF inh 1, MEKK2mut PB1 HTS 3, MEKK3 PB1 HTS 94, CRFBP-R2 block 23, GalR3 antagonist -6 and MEKK2 WT-MEK5 87.
Screening Cc1ccc(C)c(NC(=O)Cn2nnc(C(=O)NCc3ccco3)c2N)c1 returned FID counter -10, CRFBP-R2 agonist -0.1, SUMO HTRF inh -3, MEKK2mut PB1 HTS -2, HCV NS3 hel inh -1, MEKK3 PB1 HTS 100, CRFBP-R2 block -12, GalR3 antagonist 3 and MEKK2 WT-MEK5 101.
`Cc1c(C(=O)CN2CCOCC2)[nH]c2ccccc12` gave FID counter 0, CRFBP-R2 agonist -0.8, SUMO HTRF inh 5, MEKK2mut PB1 HTS 9, HCV NS3 hel inh 3, MEKK3 PB1 HTS 105, CRFBP-R2 block -7, GalR3 antagonist -4 and MEKK2 WT-MEK5 103.
`CC(C)c1ccc(C(C)NC(=O)C2CCCC2)cc1` (stereo unspecified) gave FID counter -16, CRFBP-R2 agonist -1.5, SUMO HTRF inh 7, MEKK2mut PB1 HTS 11, HCV NS3 hel inh 6, MEKK3 PB1 HTS 102, CRFBP-R2 block 8, GalR3 antagonist -13 and MEKK2 WT-MEK5 104.
`Cc1cc(/C=C(/C#N)c2nc3ccccc3[nH]2)c(C)n1-c1cc(C(=O)O)cc(C(=O)O)c1` gave FID counter -19, CRFBP-R2 agonist 28, SUMO HTRF inh 31, MEKK2mut PB1 HTS -2, HCV NS3 hel inh 14, MEKK3 PB1 HTS 98, CRFBP-R2 block -11, GalR3 antagonist -4 and MEKK2 WT-MEK5 99.
Screening COCCn1cnc2c(c1=O)c1nc3ccccc3nc1n2/N=C/c1ccco1 returned FID counter -7, CRFBP-R2 agonist -8.0, SUMO HTRF inh 16, MEKK2mut PB1 HTS -2, HCV NS3 hel inh 21, MEKK3 PB1 HTS 99, CRFBP-R2 block 14, GalR3 antagonist -5 and MEKK2 WT-MEK5 101.
Screening Cc1ccccc1Oc1nc2c(C)cccn2c(=O)c1/C=C(\C#N)C(=O)Nc1c(C)n(C)n(-c2ccccc2)c1=O returned FID counter -16, CRFBP-R2 agonist 0.7, SUMO HTRF inh 8, MEKK2mut PB1 HTS 0, HCV NS3 hel inh -2, MEKK3 PB1 HTS 137*, CRFBP-R2 block -19, GalR3 antagonist -3 and MEKK2 WT-MEK5 102.
`CSc1nnc(-c2ccc(S(=O)(=O)N3CCCCC3)cc2)o1` gave FID counter -31, CRFBP-R2 agonist 0.1, SUMO HTRF inh -1, MEKK2mut PB1 HTS 0, HCV NS3 hel inh 5, MEKK3 PB1 HTS 101, CRFBP-R2 block -2, GalR3 antagonist -9 and MEKK2 WT-MEK5 97.
For Cc1cc(C)c2nc(N3CCCC3)c(C#N)cc2c1 the results were FID counter -6, CRFBP-R2 agonist 1.9, SUMO HTRF inh 33, MEKK2mut PB1 HTS -18, HCV NS3 hel inh 7, MEKK3 PB1 HTS 95, CRFBP-R2 block 12, GalR3 antagonist 0 and MEKK2 WT-MEK5 80.
Screening C=C(C)Cn1c(NCCOC)nc2c1c(=O)[nH]c(=O)n2C returned FID counter 4, CRFBP-R2 agonist -1.3, SUMO HTRF inh 14, MEKK2mut PB1 HTS 3, HCV NS3 hel inh -7, MEKK3 PB1 HTS 97, CRFBP-R2 block 7, GalR3 antagonist 3 and MEKK2 WT-MEK5 105.
CC(C)Oc1ccc(C2CC(=O)NC3=C2C(=O)CCC3)cc1 (stereo unspecified) was read as FID counter 3, CRFBP-R2 agonist -0.1, SUMO HTRF inh -16, MEKK2mut PB1 HTS 12, HCV NS3 hel inh -7, MEKK3 PB1 HTS 99, CRFBP-R2 block -11, GalR3 antagonist -1 and MEKK2 WT-MEK5 100.
Cc1ccsc1C(=O)OCc1csc(-c2ccccc2)n1 was read as FID counter -8, CRFBP-R2 agonist 4.7, SUMO HTRF inh -14, MEKK2mut PB1 HTS 10, HCV NS3 hel inh -2, MEKK3 PB1 HTS 104, CRFBP-R2 block 15, GalR3 antagonist -3 and MEKK2 WT-MEK5 105.
`Cc1cc(N)n(-c2ccc(Oc3ccccc3)c(S(=O)(=O)O)c2)n1` gave FID counter -16, CRFBP-R2 agonist 0.2, SUMO HTRF inh 10, MEKK2mut PB1 HTS 0, HCV NS3 hel inh 24, MEKK3 PB1 HTS 104, CRFBP-R2 block 9, GalR3 antagonist -3 and MEKK2 WT-MEK5 99.
Cc1nn(CC(=O)NCc2ccccc2)c(C)c1[N+](=O)[O-] was read as FID counter 2, CRFBP-R2 agonist 1.3, SUMO HTRF inh 9, MEKK2mut PB1 HTS 2, HCV NS3 hel inh 4, MEKK3 PB1 HTS 98, CRFBP-R2 block 7, GalR3 antagonist -1 and MEKK2 WT-MEK5 108.
Cc1occc1C(=O)Nc1nnc(-c2ccncc2)s1 was read as FID counter -6, CRFBP-R2 agonist -1.6, SUMO HTRF inh 23, MEKK2mut PB1 HTS 8, HCV NS3 hel inh -2, MEKK3 PB1 HTS 104, CRFBP-R2 block -18, GalR3 antagonist -7 and MEKK2 WT-MEK5 105.

Compounds above containing a thiophene ring, fused or not, in the order listed:
`O=C(C1CCCN(S(=O)(=O)c2ccc(Cl)cc2)C1)N(Cc1cccs1)C1CC1` (stereo unspecified) gave FID counter -7, CRFBP-R2 agonist -1.7, SUMO HTRF inh -4, MEKK2mut PB1 HTS 8, HCV NS3 hel inh -9, MEKK3 PB1 HTS 113, CRFBP-R2 block 9, GalR3 antagonist -2 and MEKK2 WT-MEK5 114.
O=C1CC(c2ccccc2Cl)c2c(sc3c(=O)[nH]c(CCl)nc23)N1 (stereo unspecified) was read as FID counter 0, SUMO HTRF inh -2, MEKK2mut PB1 HTS -4, HCV NS3 hel inh -6, MEKK3 PB1 HTS 96 and MEKK2 WT-MEK5 91.
Cc1ccsc1C(=O)OCc1csc(-c2ccccc2)n1 was read as FID counter -8, CRFBP-R2 agonist 4.7, SUMO HTRF inh -14, MEKK2mut PB1 HTS 10, HCV NS3 hel inh -2, MEKK3 PB1 HTS 104, CRFBP-R2 block 15, GalR3 antagonist -3 and MEKK2 WT-MEK5 105.

Screens (PubChem)
